# VIM-2 inhibitor = blocks Pseudomonas aeruginosa VIM-2 metallo-beta-lactamase; purified VIM-2, nitrocefin hydrolysis, epi-absorbance fluorescence; inhibition, % at 5.6 µM; actives 0.89% (n = 290,000); AID 1527;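 active = inhibition above the mean of all tested compounds plus 3 SD, cutoff set per screening run, cut at about 7.5% in these data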;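 also: red hydrolysis product quenches plate fluorescence so inhibitors raise well fluorescence; 0% = enzyme with DMSO and 100% = DMSO without enzyme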
# CRFBP-R2 block = blocks CRF-induced signaling of the CRF-BP/CRF-R2 complex; HEK293 CRF-R2/CRF-BP, CRF-induced calcium fluorescence; inhibition, % at 11.8 µM; actives 0.59% (n = 350,000); AID 588475;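 active = inhibition of the ligand-induced calcium signal above about 50% at the single tested concentration, limit read from the data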
# IDE cell activ = activators of human insulin-degrading enzyme in cells; P14735; HEK cells, FAbeta-B cleavage, fluorescence polarization; 0% vehicle, 100% cell-free pure enzyme wells; activation, % at 5.96 µM; actives 0.073% (n = 340,000); AID 493087;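 active = activation above the mean of all tested compounds plus 3 SD, set per screening campaign, cut at about 17% in these data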
# IDE inh = inhibitors of human insulin-degrading enzyme in cells; actives 0.41% (n = 320,000); HEK cells, FAbetaB cleavage, fluorescence polarization; P14735; inhibition, % at 5.59 µM;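 active = percent inhibition above the average of all tested compounds plus 3 SD, set per screening campaign, cut at about 16% in these data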;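 also: IDE supplied by intact live HEK cells; FP after avidin binding of uncleaved biotin substrate so inhibition keeps polarization high; 0% = DMSO wells and 100% = 60 µM reference IDE inhibitor Ii1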
# p-CIP stab down = lowers stability of the mouse p/CIP coactivator protein; Q05BA5; F442A p/CIP-EGFP cells, EGFP fluorescence, 16 h; decrease of EGFP signal, % at 10 µM; actives 0.01% (n = 290,000);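 active = EGFP signal decrease of at least 30% at 10 µM or well 3 SD below plate mean, unless failing retest; inactive = the rest, including hits failing retest or dose response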; also: some compounds called inactive have numbers as strong as hits; many of its hits are not listed in these tables
# Target sequence (Q05BA5 1-1403): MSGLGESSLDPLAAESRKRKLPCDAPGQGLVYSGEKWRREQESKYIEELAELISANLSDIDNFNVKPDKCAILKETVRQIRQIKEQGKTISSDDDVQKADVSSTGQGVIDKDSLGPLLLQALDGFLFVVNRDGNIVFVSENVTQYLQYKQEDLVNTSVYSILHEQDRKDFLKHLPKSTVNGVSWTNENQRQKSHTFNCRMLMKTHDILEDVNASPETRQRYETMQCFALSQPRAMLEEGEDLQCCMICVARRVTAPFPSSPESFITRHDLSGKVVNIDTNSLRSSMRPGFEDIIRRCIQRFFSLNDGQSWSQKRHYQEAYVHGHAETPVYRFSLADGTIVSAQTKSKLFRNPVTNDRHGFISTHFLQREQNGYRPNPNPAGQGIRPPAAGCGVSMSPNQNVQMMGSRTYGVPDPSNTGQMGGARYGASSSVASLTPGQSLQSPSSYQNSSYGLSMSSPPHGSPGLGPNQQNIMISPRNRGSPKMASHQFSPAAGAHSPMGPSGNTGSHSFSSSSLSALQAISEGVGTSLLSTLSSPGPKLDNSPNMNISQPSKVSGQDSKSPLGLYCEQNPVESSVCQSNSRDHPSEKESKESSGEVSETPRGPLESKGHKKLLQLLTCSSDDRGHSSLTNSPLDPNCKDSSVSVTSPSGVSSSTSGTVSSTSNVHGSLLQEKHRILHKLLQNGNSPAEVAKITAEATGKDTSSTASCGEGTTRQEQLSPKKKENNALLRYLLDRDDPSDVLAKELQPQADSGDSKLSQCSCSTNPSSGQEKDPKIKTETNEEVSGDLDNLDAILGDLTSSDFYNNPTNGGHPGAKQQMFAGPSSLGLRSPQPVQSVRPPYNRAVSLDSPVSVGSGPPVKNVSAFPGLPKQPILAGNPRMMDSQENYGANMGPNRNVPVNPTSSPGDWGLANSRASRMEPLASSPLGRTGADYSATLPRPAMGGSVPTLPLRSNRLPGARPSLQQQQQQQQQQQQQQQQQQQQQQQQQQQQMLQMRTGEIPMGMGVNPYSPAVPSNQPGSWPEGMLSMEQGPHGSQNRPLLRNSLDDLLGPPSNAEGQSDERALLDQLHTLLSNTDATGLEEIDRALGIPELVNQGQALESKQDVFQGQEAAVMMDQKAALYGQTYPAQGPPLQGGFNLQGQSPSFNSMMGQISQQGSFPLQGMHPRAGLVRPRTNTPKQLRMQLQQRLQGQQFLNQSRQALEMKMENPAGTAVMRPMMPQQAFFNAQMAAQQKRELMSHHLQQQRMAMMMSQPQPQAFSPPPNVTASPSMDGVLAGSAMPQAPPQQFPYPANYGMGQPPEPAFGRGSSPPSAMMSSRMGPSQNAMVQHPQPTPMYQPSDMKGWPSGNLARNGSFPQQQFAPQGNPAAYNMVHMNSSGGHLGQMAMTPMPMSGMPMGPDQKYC
# SUMO HTRF inh = inhibitors of human SUMOylation (UBC9) | actives 0.36% (n = 290,000) | inhibition, % at 35 µM | HTRF SUMOylation assay, SAE1/SAE2 + UBC9, in vitro | P63279; in the data active = inhibition above about 50%, passing the limit was not always enough; also: strong numbers were not always called active
# GalR3 antag = blocks the human galanin receptor 3; O60755; HEK293 GalR3-CNG cAMP membrane potential fluorescence; galR3 body fused to GalR1 C-terminus; inhibition, % at 3 µM; actives 0.44% (n = 360,000); AID 651719;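 active = inhibition above the screen-wide average plus 3 SD, cut at about 13% in these data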;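 also: forskolin and galanin both at EC90 stimulate the cells; cAMP rise reported by CNG channel membrane potential dye signal; 0% = forskolin plus galanin with DMSO and 100% = forskolin alone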
# NS3 helicase inh = HCV NS3 helicase inhibition. NS3 helicase DNA unwinding, Cy5 molecular beacon fluorescence. inhibition, % at 10.9 µM. actives 0.56% (n = 290,000);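 active = inhibition above the mean of all tested compounds plus 3 SD, set per campaign, cut at about 35% in these data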;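 also: 0% = DMSO wells and 100% = thioflavine S control wells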
#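 Control set: DMSO versus 110 µM thioflavine S; Material: NS3 helicase fragment of HCV; Measured by: Cy5 fluorescence at 0 and 60 min, beacon hairpin quenching; Read-out basis: percent inhibition from t60/t0 fluorescence ratio; Times: reaction time 60 min, 25 °C; Repeats: single replicate; Compound dosing: single dose, 10.9 µM nominal final, DMSO 0.8% final.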
# IMP-1 inh = blocks Pseudomonas aeruginosa IMP-1 metallo-beta-lactamase. purified IMP-1, nitrocefin hydrolysis, epi-absorbance fluorescence. inhibition, % at 5.6 µM. actives 0.45% (n = 290,000). AID 1556;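 active = inhibition above the mean plus 3 SD of all compounds in the same screening run, cut at about 4.5% in these data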;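 also: 0% = IMP-1 with DMSO and 100% = DMSO wells lacking enzyme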
#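 Test system: recombinant IMP-1 enzyme, purified / Medium: HEPES buffer pH 7.1 with ZnSO4 and Brij 35 / Doses: single dose, 5.6 µM / Times: 25 °C, 15 min preincubation, 25 min reaction / Detection: Epi-absorbance via hydrolysed-nitrocefin quenching of white-plate fluorescence, 480/530 nm, EDTA stop / Evaluation: percent inhibition from optical density relative to buffer-blank wells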
# * hit, by the source's call; nt = no result given.
SMILES,VIM-2 inhibitor,CRFBP-R2 block,IDE cell activ,IDE inh,p-CIP stab down,SUMO HTRF inh,GalR3 antag,NS3 helicase inh,IMP-1 inh
Cc1cc(OC(=O)c2ccc(S(=O)(=O)N(C)C)cc2)cc(=O)o1,0.4,-7,4,2,-7,16,-4,-12,-0.3
Cn1nnnc1SCC(=O)Nc1cc(C(C)(C)C)nn1-c1ccccc1,1.8,6,1,-3,1,4,-4,13,-0.3
O=C(Nc1nc2ccc(Cl)cc2s1)C1CCCO1 (centres undefined),-3.5,-8,-3,-5,-2,1,-6,0,-6.9
CCCCN(C(=N)N1CCCCC1)c1nc(C)c([N+](=O)[O-])c(=O)[nH]1,-2.1,20,-7,2,5,2,-1,3,-2.5
N#Cc1c(NC(=O)CSc2ncnc3c2cnn3-c2ccccc2Cl)sc2c1CCCC2,0.0,-2,4,3,nt,nt,-2,-5,-1.0
O=C1c2ccccc2C(=O)N1CC1c2ccccc2CCN1C(=O)C1CCCCC1 (centres undefined),-3.6,-25,-3,-2,-29,-6,-11,0,-1.9
COc1ccc(/C=N/NC(=O)c2cccc([N+](=O)[O-])c2)cc1OS(=O)(=O)c1ccccc1,-0.6,2,-2,-6,4,-20,1,2,-2.1
Cc1c(C#N)c2ccccc2n1CC(=O)N1CCCc2ccccc21,-4.1,-16,0,-1,-2,4,-4,1,-0.6
c1ccc(-c2nn3c(Cn4nnc5ccccc54)nnc3s2)cc1,-4.3,10,2,6,-1,-17,-3,0,-4.8
O=C(NCCNc1ccc([N+](=O)[O-])cc1)c1cccs1,-1.8,1,7,-2,-6,10,-8,3,-4.6
O=c1c2ccccc2nnn1COc1ccc(F)cc1Cl,-3.8,8,0,-2,5,2,-2,-18,-2.0
O=C(NC1CCCC1)c1ncn[nH]1,-3.0,-2,2,-6,-8,16,-9,0,-5.0
CCOC(=O)c1cccc(NC(=O)COc2ccc([N+](=O)[O-])cc2)c1,-1.2,27,3,6,-7,22,-2,-6,-2.3
CN1CCN(c2nc(-c3ccc(C(C)(C)C)cc3)nc3ccccc23)CC1,0.4,-27,2,2,-8,10,-11,-51,0.4
COc1ccc(C(=O)NCC(=O)OCC(=O)N2CCCc3ccccc32)cc1,-0.9,-9,-3,3,-8,19,-2,0,-1.3
Cc1cc(NS(=O)(=O)c2ccc(NC(=S)NC(=O)c3cccc(S(=O)(=O)N(C)C)c3)cc2)no1,-0.8,2,4,1,-7,12,0,-3,-5.6
COc1ccc(-c2noc(C(=O)NCc3ccc(F)cc3)n2)cc1OC,1.5,60*,2,0,-6,10,-3,-15,0.5
Cn1c(=O)[nH]c(=O)c2c1nc(CN1CCN(c3ccc(F)cc3)CC1)n2CCN1CCOCC1,0.1,13,1,2,6,2,-6,15,0.0
CCOc1ccc(CCNC(=O)COC(=O)c2nn(C)c(=O)c3ccccc23)cc1OCC,nt,-2,7,11,nt,nt,0,nt,nt
CCCCn1c(SCC(=O)Nc2nnc(C(C)C)s2)nc2c1c(=O)n(C)c(=O)n2C,1.9,-4,1,0,-21,13,-5,-3,-1.2
COc1ccc(S(=O)(=O)Nc2ccc(NC(C)=O)cc2)cc1Cl,-5.5,-32,8,1,2,12,-4,8,-3.6
O=c1cnn(Cc2ccc(F)cc2)c2ccccc12,-0.8,-1,1,1,0,-14,-7,-3,-0.6
Cc1c(C(C)C)c(=O)n(-c2ccc(S(=O)(=O)NC(C)C)cc2)n1C,-1.2,6,0,-2,-13,19,-10,5,-3.7
Cc1ccccc1-n1c(SCC(=O)NCc2cccs2)nnc1-c1ccncc1,-1.1,-23,6,3,4,7,-6,-4,-1.7
COc1ccc(-c2nnc(SCC(=O)c3ccc4c(c3)OCCO4)o2)cc1,-0.5,nt,nt,-4,nt,nt,-5,1,-1.6

# Molecules from the list above that have an NH in an aromatic ring:
SMILES,VIM-2 inhibitor,CRFBP-R2 block,IDE cell activ,IDE inh,p-CIP stab down,SUMO HTRF inh,GalR3 antag,NS3 helicase inh,IMP-1 inh
CCCCN(C(=N)N1CCCCC1)c1nc(C)c([N+](=O)[O-])c(=O)[nH]1,-2.1,20,-7,2,5,2,-1,3,-2.5
O=C(NC1CCCC1)c1ncn[nH]1,-3.0,-2,2,-6,-8,16,-9,0,-5.0
Cn1c(=O)[nH]c(=O)c2c1nc(CN1CCN(c3ccc(F)cc3)CC1)n2CCN1CCOCC1,0.1,13,1,2,6,2,-6,15,0.0

# The list goes on:
SMILES,VIM-2 inhibitor,CRFBP-R2 block,IDE cell activ,IDE inh,p-CIP stab down,SUMO HTRF inh,GalR3 antag,NS3 helicase inh,IMP-1 inh
Cc1ccccc1-c1nnn(CC(=O)NC(=O)NC2CCCC2)n1,nt,4,0,-1,nt,nt,-6,nt,nt
Cc1cccc(N/C=C/C(=O)c2ccc(Cl)cc2)c1,2.9,20,3,-2,-13,17,-3,-7,0.1
COC(=O)CCCNC(=O)CCc1nnc(-c2ccc(-c3ccccc3)cc2)o1,-2.5,21,-6,4,nt,nt,-9,-6,-1.8
CCOc1ccc(S(=O)(=O)NC(C)C(=O)NCc2ccncc2)cc1 (centres undefined),0.6,-20,-5,3,2,-2,-9,-3,-2.9
Cc1c(C(=O)N(C)C)sc(NC(=O)c2cc([N+](=O)[O-])cc([N+](=O)[O-])c2)c1C#N,1.0,31,1,-2,-1,-7,-1,2,-1.7
CC(=O)Nc1ccccc1-c1ccc(C)o1,-1.4,-20,-2,3,-10,21,0,22,-3.1
OC(CNCc1ccc(F)cc1)(c1ccccc1)c1ccc(F)cc1 (centres undefined),-1.8,-5,3,0,-12,-12,-4,-11,-2.1
Cc1ccccc1/C=C\c1nc(O)c([N+](=O)[O-])c(=O)[nH]1,-1.9,10,1,-2,-7,7,-6,9,-1.8
CC(=O)N1C(C)c2ccccc2C(C)(C)CC12CCCCC2 (centres undefined),-2.8,-38,-4,1,-28,10,-3,5,-2.3
Cc1nc(N2CCCCC2)sc1C(=O)c1cccc([N+](=O)[O-])c1,-1.0,1,5,5,-23,-4,-7,2,-2.0
O=C(NCC1CCCO1)c1ccc(-c2ccccc2Cl)o1 (centres undefined),nt,5,5,3,nt,nt,-3,nt,nt
CCOc1ccccc1NC(=O)C(=O)/C=C(\O)c1cc(OC)ccc1OC,2.8,-7,0,1,1,4,4,7,-2.2
Cc1ccc(/C=N/n2c(C)nc3ccccc3c2=O)o1,-2.0,-1,1,5,2,5,-6,2,-2.3
N#CCC(=N)N1CCN(c2ccc(F)cc2)CC1,-2.9,-9,1,-3,9,-6,-1,2,-3.6
COc1ccc(Nc2cc(C)c3c(O)cccc3n2)cc1,8.8*,-5,-1,0,5,-29,-2,-15,-1.2
CCOC(=O)NC(=S)Nc1cccc(NC(=S)NC(=O)OCC)c1,-2.9,9,0,4,7,-6,-1,5,-2.1
N#C/C(=N\Nc1cccc(Cl)c1)C(=O)c1ccccc1,-2.0,47,3,-2,-2,-19,-4,4,-1.9
CC(C)c1ccc(NC(=O)CCNC(=O)N2CC(=O)Nc3ccccc32)cc1,-1.8,-1,-6,5,-12,2,-3,2,-3.2
CC(C)CN(CC(C)C)C(=O)CN1C(=O)NC2(CCCc3ccccc32)C1=O (centres undefined),-0.6,-3,1,-1,0,-6,0,-7,-2.2
Fc1ccccc1/C=N/Nc1nc(N2CCCCC2)nc(N2CCCCC2)n1,-0.9,5,1,-3,-16,19,-10,1,-2.4
COc1cc(/C=C/c2onc(C)c2[N+](=O)[O-])cc(OC)c1OC,nt,-7,3,6,nt,nt,-4,nt,nt
CCOC(=O)C1(Cc2cccc(OC)c2)CCCN(C(=O)c2cc(C)oc2C)C1 (centres undefined),-3.0,-3,6,0,1,nt,-11,2,-1.6
Cc1ccc(S(=O)(=O)N2CCn3cccc3C2C)cc1 (centres undefined),nt,6,-2,0,nt,nt,-5,nt,nt
CCCCN(C(=O)CN1C(=O)C2CCCCC2C1=O)c1c(N)n(CCCC)c(=O)[nH]c1=O (centres undefined),nt,13,7,4,nt,nt,-1,nt,nt
CCc1sc2nc(SCC(=O)Nc3cc(C)on3)n(-c3cccc(OC)c3)c(=O)c2c1C,-3.1,19,-1,2,-13,5,1,11,-0.7

# Remaining list, next part.
SMILES,VIM-2 inhibitor,CRFBP-R2 block,IDE cell activ,IDE inh,p-CIP stab down,SUMO HTRF inh,GalR3 antag,NS3 helicase inh,IMP-1 inh
COC(=O)C1=C(C)N(c2ccc(OC)c(OC)c2)C(=O)C1,-4.3,12,-4,5,-1,8,-9,7,-2.9
O=C(CSc1nc2c(cnn2-c2ccc(F)cc2)c(=O)[nH]1)N1CCCc2ccccc21,-3.1,8,-4,-1,4,1,-4,-4,-2.4
CCNC(=O)OCC12CC3CC(CC(C3)C1)C2,-2.8,-19,4,3,1,-15,-4,-2,-1.6
CC[C@@H](C)[C@H](NC(=O)Cc1c(C)c2c(cc(C)c3c(C)coc32)oc1=O)C(=O)O,0.4,9,6,nt,-14,44,0,12,-1.3
Cc1cc(C)cc(C(=O)N2CCN=C2SCc2ccc([N+](=O)[O-])cc2)c1,-1.1,-16,-1,-6,-6,0,-2,-2,-5.2
CCOc1ccc(/C=N/NC(=O)c2ccoc2C)cc1OC,-3.6,8,4,4,-8,13,-9,13,-1.6
CC(=O)Nc1ccc(S(=O)(=O)Nc2ccccc2C(=O)N2CCCCCC2)cc1,-4.3,0,0,5,-13,7,-4,-1,-1.0
CCc1ccc(NC(=O)NCC2CCN(c3ccc(OC)cc3)C2)cc1 (centres undefined),-1.2,-7,-9,-4,-4,12,-5,12,-2.5
CCCc1nc2oc3c(NCc4ccccn4)ncnc3c2c2c1COC(C)(C)C2,-3.4,-1,5,7,4,10,-9,4,-0.1
COc1cc(CO)cc(Br)c1OCC(=O)O,-2.7,-3,2,7,-16,16,1,6,-1.1
CC(Sc1ccccc1)C(=O)N1CCN(S(=O)(=O)c2ccccc2F)CC1 (centres undefined),-3.0,-12,-1,8,1,0,1,2,-2.3
O=C(COC(=O)c1ccccc1O)NCC1COc2ccccc2O1 (centres undefined),nt,-6,2,0,nt,nt,-5,nt,nt
CN(C(=O)COC(=O)COc1ccc2c(c1)CCC2)c1c(N)n(Cc2ccccc2)c(=O)[nH]c1=O,nt,-5,0,4,nt,nt,-3,nt,nt
COc1cc2ccccc2cc1C(=O)N1CC(C)CC(C)C1 (centres undefined),-1.4,4,-2,-1,-1,2,-3,-2,-2.8
O=C(CN1C(=O)NC2(CCOc3ccccc32)C1=O)Nc1cccc([N+](=O)[O-])c1 (centres undefined),nt,-4,2,-6,nt,nt,-5,nt,nt
NC(=O)c1ccsc1NC(=O)CCc1ccccc1,-0.1,2,0,6,8,-9,-11,0,-2.4
O=C(Nc1ccc(NC(=O)C2CC2)cc1)c1cccs1,0.1,14,3,0,0,4,-3,1,-3.3
O=C(NNC(=O)c1cnccn1)c1ccc(Cl)c(Cl)c1,-2.5,3,-2,0,-8,-3,1,-11,-2.9
CCN(CC)c1ccc(NC(=O)CSc2nc(C)cc(=O)[nH]2)cc1,nt,-13,3,2,-10,1,6,nt,nt
